# FXIa inh = factor XIa (human) inhibition; P03951; purified FXIa, Boc-Glu-Ala-Arg-AMC fluorogenic substrate; inhibition, % at 5 µM; hit rate 0.14% among 220,000;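 active = inhibition of at least 40%; inactive = inhibition below 40%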;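 also: fluorescence of freed AMC excited at 355 nm; 0% = enzyme without compound and 100% = no enzyme blank; many of its hits are not listed in these tables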
# PERK inh = human PERK inhibition, primary cell-based screen | CHO PERK-DD fusion, SEAP luminescence translation reporter | inhibition, % at 5.6 µM | hit rate 0.17% among 220,000 | AID 1416;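 active = inhibition above the mean inhibition of all tested compounds plus 3 SD, set separately per screening campaign, cut at about 2.9% in these data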;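 also: PERK kinase domain activated by AP20187 dimerizer at 100 nM; 0% = DMSO with dimerizer and 100% = rapamycin at 8.4 µM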
# FXIIa inh = inhibitors of human coagulation factor XIIa. P00748. purified FXIIa, Boc-QGR-AMC fluorogenic substrate, 2 h. inhibition, % at 5 µM. hit rate 0.3% among 220,000; in the data active = inhibition above about 40%;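 also: 0% = enzyme with no compound and 100% = blank without enzyme; many of its hits are not listed in these tables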
# Target sequence (P00748 20-372 limits assumed): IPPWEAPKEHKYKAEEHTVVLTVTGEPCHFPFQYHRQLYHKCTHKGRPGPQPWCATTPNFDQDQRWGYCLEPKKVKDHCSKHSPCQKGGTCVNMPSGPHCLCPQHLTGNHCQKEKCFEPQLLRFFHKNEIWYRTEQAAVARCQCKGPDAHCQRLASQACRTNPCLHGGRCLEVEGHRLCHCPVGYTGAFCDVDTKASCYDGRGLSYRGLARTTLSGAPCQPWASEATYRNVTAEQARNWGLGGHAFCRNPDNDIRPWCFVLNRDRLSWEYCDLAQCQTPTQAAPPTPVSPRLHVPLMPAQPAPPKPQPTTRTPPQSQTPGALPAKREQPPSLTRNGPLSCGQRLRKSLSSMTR
# Target sequence (P00748 373-615 limits assumed): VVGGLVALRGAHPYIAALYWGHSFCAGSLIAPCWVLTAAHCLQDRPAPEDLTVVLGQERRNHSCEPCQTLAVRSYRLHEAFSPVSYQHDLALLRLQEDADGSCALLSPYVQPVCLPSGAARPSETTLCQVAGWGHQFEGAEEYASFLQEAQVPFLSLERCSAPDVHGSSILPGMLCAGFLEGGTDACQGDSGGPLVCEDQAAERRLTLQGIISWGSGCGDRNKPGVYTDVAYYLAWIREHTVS
# Rad51 HR inh = Rad51 (human) homologous recombination inhibition; hRad51 DNA strand exchange, fluorescence dequenching; inhibition, % at 10 µM; hit rate 0.085% among 200,000; AID 1385;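 active = inhibition above 40% at the single screening dose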;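 also: 0% = DMSO control wells and 100% = blanks with heterologous ssDNA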
# Target sequence (Q06609 whole entry, looked up): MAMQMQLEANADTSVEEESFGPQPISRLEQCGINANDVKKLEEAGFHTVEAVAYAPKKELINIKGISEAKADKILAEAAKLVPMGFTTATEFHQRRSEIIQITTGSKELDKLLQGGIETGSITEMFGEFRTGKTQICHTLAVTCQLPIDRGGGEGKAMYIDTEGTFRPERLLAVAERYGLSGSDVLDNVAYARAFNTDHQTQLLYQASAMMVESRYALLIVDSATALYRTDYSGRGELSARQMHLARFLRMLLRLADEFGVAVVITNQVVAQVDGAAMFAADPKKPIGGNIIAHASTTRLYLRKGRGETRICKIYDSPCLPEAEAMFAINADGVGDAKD
#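 System: hRad51 filaments on single-stranded DNA; reagent: Fluorescein- and BHQ1-tagged 47-mer duplex; compound dosing: one concentration, 10 µM final; timing: filaments 15 min 37 °C, then compound 30 min; measured by: fluorescein emission 520 nm, excitation 485 nm; benchmarks: per-plate controls and blanks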
# Furin inhibitor = blocks human furin protease activity; P09958; purified furin, fluorogenic substrate cleavage; inhibition, % at 30 µM; hit rate 0.061% among 220,000; AID 463115; in the data active = inhibition above about 25%; also: inactives centre near -15
# hK5 inh = inhibitors of human kallikrein 5. Q9Y337. recombinant hK5, fluorogenic AMC substrate cleavage. inhibition, % at 5 µM. hit rate 0.59% among 210,000. AID 873;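 active = inhibition of 40% or more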;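 also: 0% = enzyme controls without compound and 100% = no-enzyme blanks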
# thrombin 1536 = thrombin (human) inhibition | alpha-thrombin, Boc-VPR-AMC fluorogenic substrate cleavage | AID 1046 | hit rate 0.26% among 220,000 | inhibition, % at 5 µM;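 active = inhibition at or above 40%; inactive = inhibition below 40%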;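 also: 0% = enzyme with no compound and 100% = wells without enzyme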
#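 System – human alpha-thrombin · Medium – pH 7.5 Tris (50 mM) with NaCl 150 mM, Tween 20 0.05% · Compound – single-point dosing at 5 µM, 0.2% DMSO · Incubation – enzyme reaction carried out at room temperature · Technique – fluorescence of released AMC, ex 355 nm, em 460 nm · Read-out basis – % inhibition of thrombin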
# KCC2 mod = KCC2 (human) Cl- transport modulation. Q9H2X9. KCC2 cells, thallium flux FluoZin-2 fluorescence. B-score of Tl+ flux slope (higher = more flux/activation; lower = inhibition) at 10 µM. hit rate 2.2% among 190,000;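 active = thallium flux slope and its plate-corrected score both differing from the plate sample mean at a set confidence after two filtering rounds, in either direction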;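 also: slope of fluorescence scaled to starting intensity during 10 to 20 s after thallium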
# m-calpain inh = inhibitors of pig calpain II; purified calpain II, fluorogenic peptide substrate, 30 min; inhibition, % at 16 µM; hit rate 0.37% among 220,000;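 active = inhibition above about 50%, limit read from the data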
# * hit, by the source's call; i = inactive; / = no result given; [ ] = another dose, or the depositor's remark. Not all compounds are listed; the hit share may differ from the screen's.
compound | hK5 inh | thrombin 1536 | FXIa inh | FXIIa inh | KCC2 mod | Rad51 HR inh | PERK inh | Furin inhibitor | m-calpain inh
CCOc1cc(NC(=S)Nc2cccc(OC)c2)c(OCC)cc1NC(=O)c1ccc(C)cc1 | -3 | 3 | 7 | 23 | -0.86 | -6 | -1.0 | -20[20 µM] | -15
O=C(Oc1ccc(=O)n(-c2ccccc2)n1)c1cccc(Cl)c1 | -9 | 5 | 68* | 18 | 0.59 | -6 | 1.3 | -25[20 µM] | -15
CCCn1c(=O)c(C#N)cn(C2CC2)c1=O | 4 | 0 | 2 | 4 | 0.73 | 3 | 1.8 | -20 | 6
CCOC(=O)N1CCN(C(=O)CCn2c(=O)[nH]c3ccsc3c2=O)CC1 | 3 | -4 | 6 | 4 | 0.22 | -3 | 1.5 | -25 | -2
CCN(CC)c1cc(Cl)c2nonc2c1N | -3 | 2 | 0 | 4 | -0.53 | 9 | 1.1 | -15 | 10
CCN(CC)CCOC(=O)C1(c2ccc(OC)c(OC)c2)CCCC1 | 1 | -5 | -7 | -2 | -0.52 | -2 | -2.0 | -9[20 µM] | 7
COc1ccc2c(CC(=O)Nc3ccc(OC)c(S(=O)(=O)N4CCOCC4)c3)coc2c1 | -3 | -5 | -5 | 9 | -0.93 | 5 | -1.2 | -11 | 5
CCOC(=O)Nc1ccc(OCc2nnc3c4ccccc4c(C)nn23)cc1 | 2 | -3 | 1 | 7 | 0.65 | 0 | -0.9 | -4 | -60
O=C(COC(=O)c1cc(-c2cccs2)nc2ccccc12)NC1CCS(=O)(=O)C1 (stereo unspecified) | -7 | -6 | -6 | -2 | -0.012 | 7 | 0.7 | -13 | i
COc1cc(SC)ccc1C(=O)Nc1cc(C)ccn1 | 14 | -4 | -4 | 6 | -1.1 | -4 | -1.1 | -18 | 3
O=C(N/N=C/c1cc(Br)cc(Br)c1O)c1ccncc1 | -4 | -15 | -4 | -1 | -4.5* | -170 | 1.8 | -12 | -52
COc1ccccc1N1CCN(CCNC(=O)Nc2cccc(C)c2C)CC1 | 3 | 6 | -1 | 13 | -2.3 | / | -1.9 | -12 | 10
CCOC(=O)N1CCN(C(=O)Nc2ccc(Cl)cc2Cl)CC1 | 4 | -7 | -4 | -11 | -0.73 | 0 | 0.0 | -14[20 µM] | 20
Cc1ccc(S(=O)(=O)N(C)C)cc1NC(=O)COC(=O)c1c(C)noc1C | -12 | -11 | -5 | -1 | -0.059 | 8 | 0.0 | -6 | 20
COC(=O)c1cc(C(=O)c2ccccc2)n2c(=O)/c(=C\N(C)C)sc12 | -3 | 2 | 0 | 3 | 1.6 | -4 | 0.0 | 4 | -4

# Entries listed above shown as hits in KCC2 mod:
compound | hK5 inh | thrombin 1536 | FXIa inh | FXIIa inh | KCC2 mod | Rad51 HR inh | PERK inh | Furin inhibitor | m-calpain inh
O=C(N/N=C/c1cc(Br)cc(Br)c1O)c1ccncc1 | -4 | -15 | -4 | -1 | -4.5* | -170 | 1.8 | -12 | -52

# Just Furin inhibitor, FXIIa inh and m-calpain inh, for two of the compounds above:
Structure | Furin inhibitor | FXIIa inh | m-calpain inh
CCOC(=O)N1CCN(C(=O)CCn2c(=O)[nH]c3ccsc3c2=O)CC1 | -25 | 4 | -2
CCN(CC)c1cc(Cl)c2nonc2c1N | -15 | 4 | 10

# New compounds follow:
compound | hK5 inh | thrombin 1536 | FXIa inh | FXIIa inh | KCC2 mod | Rad51 HR inh | PERK inh | Furin inhibitor | m-calpain inh
CCOC(=O)C1=C(c2ccc(OC)cc2)OC(N)=C(C#N)C1c1cccnc1 (stereo unspecified) | -2 | -6 | 1 | 3 | 0.012 | / | 2.1 | -14 | -13
CCC(C)NS(=O)(=O)c1ccc(S(=O)(=O)N(CC(=O)Nc2ccccc2)CC2CCCO2)cc1 (stereo unspecified) | -2 | -3 | -14 | 9 | / | 2 | -2.5 | -23[20 µM] | 24
O=C1/C(=C/c2cccnc2)N=C2CCCCCN12 | 15 | 15 | 8 | 18 | 0.52 | -4 | -0.2 | -7 | 14
CC/C(O)=C1\C(=O)CC(c2ccccc2)CC1=NC(C)C (stereo unspecified) | -14 | -12 | 1 | 9 | -0.07 | 2 | -0.7 | 1 | 9
CCN(CC)C(=O)CSc1nc(O)c(Cc2ccccc2)c(=O)n1-c1ccc(C)cc1 | -2 | -2 | 0 | 3 | -0.68 | 12 | -0.1 | -16 | -2
CN(N)C(=S)Nc1ccc(Cl)cc1 | -7 | -8 | 2 | -2 | 0.93 | 1 | 1.1 | -16 | 8
COC(=O)c1ccc(CN2CCN(Cc3ccc(C(=O)OC)o3)CC2)o1 | -31 | -3 | 35 | 11 | / | 13 | 0.4 | -14 | -9
CCN(CC)S(=O)(=O)c1ccc(C(=O)Oc2cc(C)[nH]c(=O)c2[N+](=O)[O-])cc1 | -22 | -4 | -7 | -5 | 1.2 | 4 | 0.1 | -11 | 32
COc1ccc2c(c1)c(=O)c(C(=O)c1ccc(C)cc1)cn2CC(=O)Nc1ccc(F)cc1 | -8 | -3 | 2 | 6 | -0.1 | / | 0.1 | -9 | -16
COc1ccc(CNC(=O)Cn2nc(Cc3cccnc3)c3ccccc3c2=O)cc1 | 2 | -1 | 3 | 12 | / | -4 | -0.5 | -26 | -5
S=C(Nc1ccccc1Cl)N1CCCCCC1 | 1 | -13 | -1 | 10 | -0.38 | -39 | 0.6 | -14 | -9
O=C1c2ccccc2C(=O)N1CCSc1nnc(-c2ccco2)n1Cc1ccccc1 | -15 | -3 | 0 | 4 | / | -1 | -1.4 | -11 | 12
O=C(NNc1ccccc1Br)C(O)(c1cccc(C(F)(F)F)c1)c1cccc(C(F)(F)F)c1 | 3 | 0 | 13 | 13 | -0.25 | / | -0.8 | -4 | 16
O=C(C1CCCO1)N1CCN(S(=O)(=O)c2ccccc2)CC1 (stereo unspecified) | -10 | -8 | -8 | -5 | 0.33 | 8 | 1.9 | -16[20 µM] | -3
CCC(C)(C)NC(=O)C(OC(=O)c1ccco1)c1ccccc1OC (stereo unspecified) | -15 | 2 | 1 | 7 | -0.88 | 0 | -0.5 | -20[20 µM] | -31

# For convenience, part of the list above:
compound | hK5 inh | thrombin 1536 | FXIa inh | FXIIa inh | KCC2 mod | Rad51 HR inh | PERK inh | Furin inhibitor | m-calpain inh
O=C1c2ccccc2C(=O)N1CCSc1nnc(-c2ccco2)n1Cc1ccccc1 | -15 | -3 | 0 | 4 | / | -1 | -1.4 | -11 | 12
O=C(NNc1ccccc1Br)C(O)(c1cccc(C(F)(F)F)c1)c1cccc(C(F)(F)F)c1 | 3 | 0 | 13 | 13 | -0.25 | / | -0.8 | -4 | 16
O=C(C1CCCO1)N1CCN(S(=O)(=O)c2ccccc2)CC1 (stereo unspecified) | -10 | -8 | -8 | -5 | 0.33 | 8 | 1.9 | -16[20 µM] | -3
CCC(C)(C)NC(=O)C(OC(=O)c1ccco1)c1ccccc1OC (stereo unspecified) | -15 | 2 | 1 | 7 | -0.88 | 0 | -0.5 | -20[20 µM] | -31

# (more compounds)
compound | hK5 inh | thrombin 1536 | FXIa inh | FXIIa inh | KCC2 mod | Rad51 HR inh | PERK inh | Furin inhibitor | m-calpain inh
COc1ccc(/C=N/NC(=O)c2nonc2N)cc1OC | -3 | -10 | 0 | 6 | 0.54 | / | 1.3 | 11 | 27
CCOC(=O)c1ccc(N2C(=O)C=CC2=O)cc1 | -27 | -16 | 0 | -5 | 0.04 | -1 | 0.5 | 1[20 µM] | -16
CCN(CC)c1ccc2cc(C(=O)Nc3ccccn3)c(=O)oc2c1 | -5 | -11 | 14 | 13 | i | -318 | 0.8 | -7 | -36
O=C(NC1CC2CCCC(C1)N2CC(=O)N1CCCc2ccccc21)C1CCCCC1 (stereo unspecified) | -23 | 2 | 5 | 15 | -0.8 | 1 | -1.3 | -14[20 µM] | -2
CCc1nnc(NC(=O)c2ccc(-c3ccc([N+](=O)[O-])cc3Cl)o2)s1 | -3 | -7 | -4 | 4 | -0.11 | 7 | 0.5 | -30 | -30
COc1ccccc1OCCCn1c(=O)oc2ccc(C)cc21 | -12 | 2 | 1 | 12 | 0.59 | -2 | -0.8 | -19 | 0
CCc1ccc2nc(SCC(=O)N3CC(=O)Nc4ccccc43)c(C#N)cc2c1 | -10 | -3 | -3 | 8 | 0.6 | -5 | 0.0 | -24[20 µM] | -46
COc1ccccc1C1(CC(=O)Nc2nccs2)CCOC(C(C)C)C1 (stereo unspecified) | -13 | 0 | 14 | 17 | / | 2 | -1.0 | -19[20 µM] | 2
CC(O)(CS(=O)(=O)Cc1cccc(C(F)(F)F)c1)C(=O)Nc1cccc(C(F)(F)F)c1 (stereo unspecified) | -15 | 4 | 9 | 21 | / | -2 | -0.2 | -11[20 µM] | -54
CCOCC(O)CS(=O)(=O)c1ccccn1 (stereo unspecified) | -10 | -1 | -4 | 10 | 0.52 | 1 | 0.7 | -26 | -8
CC(NC(N)=O)C(=O)Nc1ccc(Cl)c(S(=O)(=O)Nc2ccc(Cl)cc2)c1 (stereo unspecified) | -3 | 7 | -6 | 2 | -0.27 | 8 | 0.3 | -14 | -2
O=C(CSc1n[nH]c(-c2ccccc2)n1)c1ccccc1 | -9 | -2 | 3 | 1 | -1.2 | -3 | 0.3 | -10 | 19
Cc1ccc(C)c(NC(=O)c2cccc(Oc3ccc([N+](=O)[O-])cc3Cl)c2)c1 | -3 | -10 | -2 | 8 | 1.4 | -3 | 0.0 | -20 | 21
COc1cc(C=O)ccc1OCCOCCOc1ccccc1Cl | -25 | -8 | 3 | 10 | -1.1 | / | -0.6 | 0[20 µM] | 1

# Screening results deposited in PubChem BioAssay by several laboratories.
